Screening results: PubChem, several laboratories
SKN-1 block: suppressors of acrylamide-induced Pgst-4::GFP reporter in worms, primary screen, SKN-1 inhibitor project, whole organism, uHTS, GFP/RFP fluorescence ratio, strain VP596 | C. elegans VP596 Pgst-4::GFP/RFP ratio, 24 h | 360,000 compounds, 0.49% hits | AID 624304, 2012 | inhibition, % at 21.8 µM;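 active = interference check ratio from 0.5 to 1.5 plus GFP to RFP signal ratio inhibition reaching or exceeding a fixed threshold, cut at about 30% in these data, passing the limit was not always enough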; also: some compounds called inactive have numbers as strong as hits
E coli Lon inh: inhibitors of E. coli Lon protease, primary screen, biochemical, fluorescence polarization; P0A9M0; purified E. coli Lon protease; inhibition, % at 7.94 µM; 360,000 compounds, 0.42% hits; AID 602123, 2011; in the data active = inhibition above about 13%, passing the limit was not always enough;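 also: 0% = enzyme with probe and DMSO and 100% = no enzyme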
Target sequence (P0A9M0 whole entry, looked up): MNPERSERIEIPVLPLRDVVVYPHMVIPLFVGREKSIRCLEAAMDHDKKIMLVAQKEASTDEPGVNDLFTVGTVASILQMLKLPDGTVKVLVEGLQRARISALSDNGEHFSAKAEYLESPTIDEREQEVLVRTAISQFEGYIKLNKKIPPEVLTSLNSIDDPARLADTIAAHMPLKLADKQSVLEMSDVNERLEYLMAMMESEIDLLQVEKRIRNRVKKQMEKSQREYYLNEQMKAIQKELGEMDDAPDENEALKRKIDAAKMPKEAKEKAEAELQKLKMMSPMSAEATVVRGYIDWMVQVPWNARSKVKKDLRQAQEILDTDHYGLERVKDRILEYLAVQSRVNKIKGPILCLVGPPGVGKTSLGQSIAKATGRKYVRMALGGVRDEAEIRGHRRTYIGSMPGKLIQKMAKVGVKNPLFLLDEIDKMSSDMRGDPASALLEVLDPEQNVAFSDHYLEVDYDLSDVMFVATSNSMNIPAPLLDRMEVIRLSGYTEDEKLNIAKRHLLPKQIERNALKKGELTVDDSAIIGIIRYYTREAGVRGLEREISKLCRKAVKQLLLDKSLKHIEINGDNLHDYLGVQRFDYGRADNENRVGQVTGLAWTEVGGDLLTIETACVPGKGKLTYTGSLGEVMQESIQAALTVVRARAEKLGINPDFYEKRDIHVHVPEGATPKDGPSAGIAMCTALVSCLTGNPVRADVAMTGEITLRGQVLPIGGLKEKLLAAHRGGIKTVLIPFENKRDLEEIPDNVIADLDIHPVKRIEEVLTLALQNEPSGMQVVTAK
MsrA act: bovine MsrA enzyme activators, primary screen, biochemical, absorbance, HTS. purified bovine MsrA, absorbance read-out. activation, % at 10.6 µM. 360,000 compounds, 0.3% hits; in the data active = activation above about 7.5%;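 also: 0% = vehicle and 100% = reference activator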
CendR NRP1 mod: modulators of CendR peptide binding to NRP-1, primary screen, biochemical, fluorescence polarization, uHTS; inhibition, % at 25 µM; FAM-RPARPAR peptide binding to NRP-1; 360,000 compounds, 0.85% hits; Neuropilin-1 (Homo sapiens), O14786;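 active = inhibition or corrected inhibition above about 18%, plus a signal ratio from 0.5 to 1.5, limit read from the data, passing the limit was not always enough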; also: strong numbers were not always called active
Neddylation inh: inhibitors of cullin neddylation, primary screen, biochemical, TR-FRET, uHTS, NAE and Ubc12 | calls only at 25 µM | 360,000 compounds, 0.58% hits | NEDD8-conjugating enzyme Ubc12 (Homo sapiens) + NEDD8-activating enzyme E1 regulatory …; in the data active = inhibition above about 36%
Rin1 Abl inh: inhibitors of Rin1-Abl protein binding, primary screen, biochemical, TR-FRET | 360,000 compounds, 0.4% hits | inhibition, % at 7.35 µM; in the data active = inhibition above about 5%, passing the limit was not always enough
PABP1 MLLE inh: inhibitors of PABP1 MLLE–PAM2 peptide binding, primary screen, biochemical, fluorescence polarization, FITC-PAM2, GST-MLLE. 360,000 compounds, 0.36% hits. Polyadenylate-binding protein 1 (Homo sapiens), P11940. inhibition, % at 20 µM; in the data active = inhibition above about 35%, passing the limit was not always enough;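 also: plate controls were DMSO wells with GST-MLLE for no effect and wells lacking GST-MLLE protein for full effect; some results filed as inactive read as strong as hits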
FAS TE block: FAS thioesterase domain inhibitors, primary screen, biochemical, fluorescence intensity, uHTS. 360,000 compounds, 0.67% hits. Fatty acid synthase (Homo sapiens), P49327. AID 602261, 2012. inhibition, % at 15 µM. recombinant FAS-TE, OMFH fluorogenic substrate, fluorescence endpoint;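 active = compounds whose normalised, plate-corrected inhibition of enzyme fluorescence in the single-dose primary screen is 50% or more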;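 also: 0% = DMSO with enzyme and 100% = substrate without enzyme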
MT1-MMP act inh: blockers of MT1-MMP proenzyme processing, primary screen, HT1080 RFP-PRO-GFP cells, GFP/RFP fluorescence; AID 651647, 2012; 360,000 compounds, 0.061% hits; GFP/RFP ratio fluorescence, overnight; percent of plate control window, DMSO zero; GFP/RFP ratio change, % at 20 µM; Matrix metalloproteinase-14 (Homo sapiens), P50281;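 active = GFP/RFP ratio change of at least 30% with cell ATP level not reduced by more than half and red fluorescence within 50% of control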; also: strong numbers were not always called active
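Assay system: RFP-PRO-GFP reporter HT1080 cells; read-out basis: GFP/RFP fluorescence ratio; benchmarks: DMSO wells and RFP-L50D-GFP cells; doses: 20 µM single dose, 1% DMSO; schedule: overnight cell settling, then overnight compound exposure, 37 °C, 5% CO2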
Numbers without * were called inactive; i = inactive; x = not tested or not shown; + = active, no number.

SMILES	SKN-1 block	E coli Lon inh	MsrA act	CendR NRP1 mod	Neddylation inh	Rin1 Abl inh	PABP1 MLLE inh	FAS TE block	MT1-MMP act inh
COc1ccc(CC(=O)N2CCN=C2SC)cc1OC	6	-6	5	-17	i	-3	-12	-2	0
CC(=O)NC(Cc1ccccc1F)C(=O)NC1CCN(C(=O)NCc2ccccc2)CC1 (configuration not stated)	7	4	-2	6	i	-1	-4	-5	1
CN(C)S(=O)(=O)c1ccc2c(c1)C(=NO)c1cc(S(=O)(=O)N(C)C)ccc1-2	5	10	-1	4	x	-1	0	-63	-3
O=C(COC(=O)c1ccc([N+](=O)[O-])s1)c1ccc[nH]1	23	-5	27*	-11	i	-3	-2	0	-2
COc1ccc(N2CCN(C(=S)Nc3ccc(OC)cc3OC)CC2)cc1	13	7	-1	7	i	-4	-91	0	2
CC1(C)c2cc(Cl)ccc2-n2c1cc(O)c(-c1ccccc1)c2=O	-21	-4	-4	-2	i	0	-10	-4	-4
CCOC(=O)N1CCC(NC(=O)c2cnc3n(c2=O)CCS3)CC1	-10	-9	-6	-4	i	0	22	-7	1
CCOc1ccc(S(=O)(=O)Nc2cccc(C(=O)N(C)CC(=O)Nc3ccc(OC)cc3)c2)cc1	12	-11	-7	-5	i	5	8	8	0
COCCC(=O)N1CCC(C(=O)Nc2ccc(Oc3ccccc3)nc2)CC1	11	-8	-5	10	i	3	6	-6	2
Cc1c(N)cc(N)cc1C(=O)O	-2	61*	-5	12	i	-4	0	-7	-20
Nc1nc(Cl)cc(Oc2ccc([N+](=O)[O-])cc2)n1	13	16*	0	6	i	0	-14	-2	0
CC1(C)C(=O)OC(/C=C\c2cccc([N+](=O)[O-])c2)C(C)(C)C1=O (configuration not stated)	0	-4	-2	-2	i	-2	2	-1	1
COc1ccc2occ(C(=O)c3cccs3)c2c1	18	-3	-4	-9	i	-2	5	12	2
Fc1ccc(CN2CCN(c3ncnc4scc(-c5ccccc5)c34)CC2)cc1	3	9	-1	4	i	2	2	23	-6
NS(=O)(=O)c1ccc(CCNC(=O)CN2CCN(c3ccccc3O)CC2)cc1	-1	3	-10	6	i	1	-5	-7	-1
Cc1ccccc1-c1nc(CS(=O)(=O)CC(=O)N2CCCCC2)c(C)o1	12	-5	-1	-5	i	3	-2	-3	1
N=C1C(c2nc3ccccc3[nH]2)=C(O)CN1c1ccc(F)cc1	17	2	-2	-3	i	-1	10	-6	9
Cc1cccnc1NC(=O)c1cccc(NC(=O)CC2SC(N3CCCCC3)=NC2=O)c1 (configuration not stated)	-7	10	-6	3	i	2	0	-5	1
C/C(=N\NC(=O)c1cccc(S(=O)(=O)N2CCCC2)c1)c1ccc(F)cc1	24	-5	-2	1	i	-1	20	-1	-2
Cc1c(NC(=O)c2cc(Br)ccc2Cl)cccc1-n1cnnn1	21	20*	-2	-13	i	-1	2	-4	0
O=C(O)C1CCCCC1C(=O)Nc1ccc2c(c1)OCCO2 (configuration not stated)	12	-6	-1	2	i	1	2	-4	7
O=c1onc(-c2ccccc2)c2ccccc12	-5	4	-6	9	i	-1	4	-1	-3
COC(=O)c1ccc(NC(=O)Cn2nnc(-c3cccs3)n2)cc1	10	0	-4	5	i	2	3	-4	0
CN(C)S(=O)(=O)c1ccc(NC(=O)N2CCN(c3cccc(C(F)(F)F)c3)CC2)cc1	2	-2	-5	-2	i	3	6	17	0
COc1ccc(C2C(C(=O)Nc3cc(C)on3)c3ccccc3C(=O)N2C)cc1 (configuration not stated)	-8	-2	-1	10	i	1	-1	-3	-1
CCOc1ccccc1CNS(=O)(=O)c1ccc2c(c1)C(C)(C)C(=O)N2C	7	-1	0	-2	i	-2	7	-4	0
CCOc1cccc(-c2cc(=O)[nH][nH]2)c1	2	6	2	3	i	-2	17	0	2
COc1ccc(Cn2nnnc2CN2CCN(c3ccc(OC)cc3)CC2)cc1	-8	-11	5	11	i	4	-3	2	4
CCN(CC)CCCCCOc1ccccc1OC	5	-1	-3	0	i	-4	6	-6	0
Cc1ncoc1C(=O)N1CCCC(N2CCN(c3ccccc3F)CC2)C1 (configuration not stated)	17	0	1	6	i	-1	-2	-8	-4
CCN(CC)c1ccc(NC(=O)Nc2cccc3ccccc23)cc1	1	-24	-1	-1	+	1	7	-1	3
COc1cccc(/C=N/NC(=O)CNC(=O)c2ccc(S(=O)(=O)N3CCCC3)cc2)c1OC	4	-4	-2	5	x	0	-8	-8	1
c1ccc2c(OCCCCN3CCCC3)cccc2c1	9	-9	-3	14	i	-1	4	-2	3
O=C(CSc1nnc(-c2ccncc2)o1)Nc1cc(Cl)ccc1C(=O)O	2	1	-2	-9	i	1	34	-1	1
Cc1ccc2oc(-c3ccc(NC(=O)CC(C)C)cc3)nc2c1	13	2	0	-8	x	2	4	0	-2
CCC1CCCCN1C(=O)/C=C/c1ccc2c(c1)OCO2 (configuration not stated)	-3	-10	-3	1	i	1	-8	3	-2
Cc1ccc(S(=O)(=O)N2CCN(C(=O)CCC(=O)NCc3cccc(C(F)(F)F)c3)CC2)cc1	10	1	0	-3	i	2	6	22	1
O=C(CSc1nc2ccccc2[nH]1)NC1CCCC1	-5	3	-3	13	i	-2	-14	-4	1
Cc1cc2c(c(SCC(N)=O)n1)C(=O)OC2	-3	-14	-1	-6	i	-1	-2	-4	-1
Cc1cc2c(cc1S(=O)(=O)N1CC(C)CC(C)C1)OCC(=O)N2 (configuration not stated)	-4	3	0	-7	i	1	5	0	1

A run of entries from further up, for reference:
SMILES	SKN-1 block	E coli Lon inh	MsrA act	CendR NRP1 mod	Neddylation inh	Rin1 Abl inh	PABP1 MLLE inh	FAS TE block	MT1-MMP act inh
CCOc1cccc(-c2cc(=O)[nH][nH]2)c1	2	6	2	3	i	-2	17	0	2
COc1ccc(Cn2nnnc2CN2CCN(c3ccc(OC)cc3)CC2)cc1	-8	-11	5	11	i	4	-3	2	4
CCN(CC)CCCCCOc1ccccc1OC	5	-1	-3	0	i	-4	6	-6	0
Cc1ncoc1C(=O)N1CCCC(N2CCN(c3ccccc3F)CC2)C1 (configuration not stated)	17	0	1	6	i	-1	-2	-8	-4
CCN(CC)c1ccc(NC(=O)Nc2cccc3ccccc23)cc1	1	-24	-1	-1	+	1	7	-1	3
COc1cccc(/C=N/NC(=O)CNC(=O)c2ccc(S(=O)(=O)N3CCCC3)cc2)c1OC	4	-4	-2	5	x	0	-8	-8	1
c1ccc2c(OCCCCN3CCCC3)cccc2c1	9	-9	-3	14	i	-1	4	-2	3
O=C(CSc1nnc(-c2ccncc2)o1)Nc1cc(Cl)ccc1C(=O)O	2	1	-2	-9	i	1	34	-1	1
Cc1ccc2oc(-c3ccc(NC(=O)CC(C)C)cc3)nc2c1	13	2	0	-8	x	2	4	0	-2
CCC1CCCCN1C(=O)/C=C/c1ccc2c(c1)OCO2 (configuration not stated)	-3	-10	-3	1	i	1	-8	3	-2
Cc1ccc(S(=O)(=O)N2CCN(C(=O)CCC(=O)NCc3cccc(C(F)(F)F)c3)CC2)cc1	10	1	0	-3	i	2	6	22	1
O=C(CSc1nc2ccccc2[nH]1)NC1CCCC1	-5	3	-3	13	i	-2	-14	-4	1
Cc1cc2c(c(SCC(N)=O)n1)C(=O)OC2	-3	-14	-1	-6	i	-1	-2	-4	-1
Cc1cc2c(cc1S(=O)(=O)N1CC(C)CC(C)C1)OCC(=O)N2 (configuration not stated)	-4	3	0	-7	i	1	5	0	1

A second format for some results above.
CCOc1ccccc1CNS(=O)(=O)c1ccc2c(c1)C(C)(C)C(=O)N2C
  SKN-1 block = 7
  E coli Lon inh = -1
  MsrA act = 0
  CendR NRP1 mod = -2
  Neddylation inh = i
  Rin1 Abl inh = -2
  PABP1 MLLE inh = 7
  FAS TE block = -4
  MT1-MMP act inh = 0
CCN(CC)CCCCCOc1ccccc1OC
  SKN-1 block = 5
  E coli Lon inh = -1
  MsrA act = -3
  CendR NRP1 mod = 0
  Neddylation inh = i
  Rin1 Abl inh = -4
  PABP1 MLLE inh = 6
  FAS TE block = -6
  MT1-MMP act inh = 0

The listing continues:
SMILES	SKN-1 block	E coli Lon inh	MsrA act	CendR NRP1 mod	Neddylation inh	Rin1 Abl inh	PABP1 MLLE inh	FAS TE block	MT1-MMP act inh
CC(=O)Nc1ccc(NC(=O)COC(=O)c2c(C)nn(-c3ccccc3)c2C)cc1	-22	4	-9	-3	i	-2	-16	-9	3
Cc1cccc(NC(=O)Cn2nc(-c3ccco3)ccc2=O)c1C	-13	6	-4	-5	+	4	16	1	-2
CCc1cccc(C)c1NC(=O)CSc1nc(-c2ccccc2F)nc2nc[nH]c12	2	-9	-4	0	i	2	-3	-16	-1
CCN(CC)Cc1ccccc1CNC(=O)c1cccc(S(=O)(=O)Nc2ccc3c(c2)OCO3)c1	8	-11	0	-8	i	1	-7	2	0
O=C(O)c1cc(-n2cccc2)ccc1N1CCOCC1	0	2	-1	4	i	-1	1	-1	0
CCSc1nnc(-c2ccccc2NC(=O)CC)c(=O)[nH]1	-20	-2	-2	2	i	-1	-8	-8	-1
O=[N+]([O-])c1ccccc1CSc1nc2ccccc2o1	8	-4	-2	8	i	-2	2	12	0
Cc1cc(-n2[nH]c(C)c(C)c2=O)nc(-c2ccccc2O)n1	-3	1	-9	1	i	3	19	-3	-1
O/N=C/c1ccn(-c2ccc(Br)cc2)c1	4	4	-3	0	i	-1	13	3	3
Cc1ccc(OCc2nc(-c3ccccn3)n[nH]2)cc1	3	3	-4	7	i	-4	-8	-1	4
CCCNC(=S)N1CCC(C(=O)c2ccc3c(c2)OCCO3)CC1	-3	0	-3	1	i	0	-132	-19	1
CN(C)CCNC(=O)c1cccc(-c2cnc3c(NC=O)cc(-c4ccc(F)cc4)cn23)c1	-14	10	-2	-9	i	-7	-16	-2	-3
CSc1ccccc1C(=O)Nc1nc2ccccc2[nH]1	-10	-8	-9	-2	i	0	-5	1	15
O=C(NCCCN1CCOCC1)c1ccc(CNS(=O)(=O)c2ccc(Br)cc2)cc1	4	-6	-2	-3	i	-2	-2	-9	-4
Cc1ccccc1NS(=O)(=O)c1ccc(C(=O)N(C)CC(=O)Nc2ccccc2Br)cc1	-6	11	-5	-2	i	1	4	0	4
CCOC(=O)N1CCN(C(=O)CCN2C(=O)COc3ccc(C)cc32)CC1	-30	-2	-8	11	i	2	-2	-7	-4
NC(=O)C1CCN(C(=O)c2cc(S(=O)(=O)N3CCOCC3)c(Cl)cc2Cl)CC1	-5	-8	-3	14	i	2	-1	-3	7
CCN(CC)C(=O)Cn1cc(S(=O)(=O)CC(=O)NCCc2ccc(OC)c(OC)c2)c2ccccc21	-3	-18	2	3	i	1	9	-3	-1
CN1C[C@@H]2[C@@H]3C(=O)N(C)C(=O)[C@@H]3[C@](C)(C1=O)N2C(=O)c1ccc(C(C)(C)C)cc1	2	7	-2	5	i	1	6	-6	0
